# Bioassay records (PubChem BioAssay)
# OPRM1-OPRD1 inv: inverse agonists of human mu-delta opioid receptor heterodimerization; AID 504357; 340,000 tested, 0.21% active; inhibition, % at 9.3 µM; cell-based MOR-DOR heterodimer luminescence, inverse agonism; P35372+P41143; in the data active = inhibition above about 22%, passing the limit was not always enough;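 note: 0% = cells with DMSO and 100% = wells without cells with DMSO; values of inactives mirror those of a sister screen read the other way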
# Target sequence (P35372 whole entry, looked up): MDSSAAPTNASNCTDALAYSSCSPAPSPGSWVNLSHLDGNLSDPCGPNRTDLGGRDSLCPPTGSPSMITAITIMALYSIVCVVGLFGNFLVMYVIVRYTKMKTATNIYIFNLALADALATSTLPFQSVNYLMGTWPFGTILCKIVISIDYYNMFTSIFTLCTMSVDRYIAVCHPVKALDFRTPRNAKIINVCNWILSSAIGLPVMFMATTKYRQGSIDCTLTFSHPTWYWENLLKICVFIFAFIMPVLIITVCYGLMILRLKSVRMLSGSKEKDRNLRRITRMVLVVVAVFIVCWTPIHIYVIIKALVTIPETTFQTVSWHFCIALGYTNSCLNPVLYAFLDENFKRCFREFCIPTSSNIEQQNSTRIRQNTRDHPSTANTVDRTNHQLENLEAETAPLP
# Target sequence (P41143 whole entry, looked up): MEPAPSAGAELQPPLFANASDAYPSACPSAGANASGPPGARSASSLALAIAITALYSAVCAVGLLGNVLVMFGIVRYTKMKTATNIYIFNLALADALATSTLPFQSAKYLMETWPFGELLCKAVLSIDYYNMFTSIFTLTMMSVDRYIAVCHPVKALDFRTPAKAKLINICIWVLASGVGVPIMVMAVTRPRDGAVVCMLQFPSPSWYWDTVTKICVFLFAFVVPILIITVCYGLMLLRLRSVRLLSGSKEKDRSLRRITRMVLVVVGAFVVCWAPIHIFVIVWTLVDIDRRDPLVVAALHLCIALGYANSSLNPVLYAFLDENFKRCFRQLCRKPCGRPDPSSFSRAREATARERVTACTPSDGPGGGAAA
# OPRM1-OPRD1 ag: OPRM1-OPRD1 heterodimerization agonism; 340,000 tested, 0.3% active; P35372+P41143; cells, luminescence; AID 504326; activation, % at 9.3 µM; in the data active = activation above about 18%;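 note: 0% = vehicle-treated cells and 100% = reference agonist; values of inactives mirror those of a sister screen read the other way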
# SUMO Mot1 rescue: blocks SUMOylation pathway, rescuing yeast Mot1-301 growth. S. cerevisiae Mot1-301 growth rescue, ATP luminescence, 38.5C; percent above DMSO median, 100 means doubled. growth rescue, % at 18.8 µM. 320,000 tested, 1% active. AID 2716;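 active = every valid replicate shows activation above 250% relative to neutral control wells; inactive = the rest, any valid replicate at or below 250%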;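 note: OY570 slx delta 5 strain wells were the positive control but not used for scaling; some compounds called inactive have numbers as strong as hits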
# phage Ecoli inh: E. coli growth loss with phage present; growth absorbance; inhibition, % at 11.9 µM; 360,000 tested, 0.26% active; AID 651602; in the data active = inhibition above about 11%
# PKA-R1A act: activates the PKA-R1A holoenzyme complex; PKA-R1A dissociation, Cy5-IP20 fluorescence polarization; scaled: DMSO 0%, 113 µM cGMP 100%; activation, % at 11.4 µM; 340,000 tested, 0.083% active; AID 504707;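 active = percent activation above the mean of all tested compounds plus 3 SD, cut at about 19% in these data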;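 note: higher means more PKAc released from R1A so a rise in polarization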
# HTR5A inv ctr: HTR5A inverse agonism, opioid heterodimer counter-screen | 340,000 tested, 0.083% active | inhibition, % at 9.3 µM | P47898 | HTR5A cell line, luminescence; in the data active = inhibition mostly above about 23%, no sharp cut-off; inactive = mostly below about 18%;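 note: 0% = cells with DMSO and 100% = no-cell wells with DMSO; some compounds called inactive have numbers as strong as hits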
# HTR5A ag ctr: HTR5A agonism, opioid heterodimer counter-screen. P47898. HTR5A agonist assay, luminescence, cell-based. activation, % at 9.3 µM. 340,000 tested, 0.61% active; in the data active = activation mostly above about 9.5%, no sharp cut-off; inactive = mostly below about 7.6%;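 note: 0% = cells with vehicle only and 100% = reference agonist; strong numbers were not always called active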
# E coli growth: counter-screen for AddAB inhibitors: E. coli growth inhibition; E. coli V3065 growth, OD600 absorbance, 18 h; inhibition, % at 11.9 µM; 330,000 tested, 0.27% active; AID 449728;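 active = inhibition above the campaign's mean inhibition across all tested compounds plus 3 SD, cut at about 9.9% in these data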;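 note: uninfected addAB+ strain grown without phage in ampicillin broth; 0% = DMSO wells and 100% = ciprofloxacin 0.95 µg/ml wells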
# AddAB inh: less growth of phage-infected E. coli with AddAB. AID 435030. 330,000 tested, 0.29% active. inhibition, % at 11.9 µM. E. coli expressing H. pylori AddAB, absorbance growth; in the data active = inhibition above about 12%;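 note: 0% = vehicle wells of infected cells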
# Pemphigus Ab inh: blocks pemphigus antibody binding to human desmoglein-3; AID 588358; DSG3-coupled beads, scFv-anti-DSG3-GFP binding, flow cytometry; hits give low values; binding (percent of control), % at 10 µM; P32926; 310,000 tested, 0.48% active;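 active = binding more than 3 SD below its plate's average and above zero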;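 note: hits lower antibody fragment binding to DSG3; some compounds called inactive have numbers as strong as hits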
# PfHsp90 yeast 2: inhibits growth of yeast expressing Plasmodium falciparum Hsp90; AID 504621; inhibition, % at 9.4 µM; S. cerevisiae expressing PfHsp90, BacTiter-Glo ATP, 48 h; yeast lacking PDR1 and PDR3 efflux regulators; 310,000 tested, 0.32% active;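 active = every replicate shows inhibition above about 80%, whatever the replicate mean, limit read from the data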;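 note: 0% = DMSO neutral controls and 100% = 20 µM radicicol positive controls; yeast relying on Plasmodium falciparum Hsp90 in place of its own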
# Starred values were filed as active, the others as inactive; nt = no result given; & = joins results of further samples. Rows are unselected; about 3.2% have a hit in one of these screens.
Structure,OPRM1-OPRD1 inv,OPRM1-OPRD1 ag,SUMO Mot1 rescue,phage Ecoli inh,PKA-R1A act,HTR5A inv ctr,HTR5A ag ctr,E coli growth,AddAB inh,Pemphigus Ab inh,PfHsp90 yeast 2
CCn1c(CSCc2ccc(C)cc2)n[nH]c1=S,9.1,-1.9,-9.9,-2.7,9.8,1.8,-0.5,nt,nt,99.4,-5.2
OC[C@H]1O[C@@H](n2cnc3c(NC4CCCC4)ncnc32)[C@H](O)[C@@H]1O,-2.3,0.4,4.9&125.2,4.9,-3.1,-3.7,4.8,-3.1,-0.8,99.7,-6.8
O=S(=O)(c1ccc(N2CCC(c3ccc(Cl)cc3)=N2)cc1)N(CCO)CCO,5.0,-1.0,-4.7,2.8,-4.5,6.7,7.7,-1.4,-0.1,101.5,-5.3
COc1ccc(S(=O)(=O)N2CCC(c3nc4ccccc4[nH]3)CC2)cc1,3.2,-0.5,12.5,1.9,-0.4,-10.9,3.8,-1.3,4.6,nt,26.9
O=C1OCC2=C1C(c1ccccc1)CC(=O)N2c1ccc(F)cc1 (stereo unspecified),18.4,-3.9,-14.0,2.6,1.4,7.3,-2.9,2.1,2.7,109.7,nt
N#C/C(=C\c1ccncc1)C(=O)Nc1ccc(C(=O)O)cc1,8.1,-1.4,14.6,-0.6,-0.9,-22.9,5.9,1.3,-0.2,94.9,-5.7
Cc1ccc(NC(=O)c2cc3c(=O)oc4ccccc4c3s2)nc1,-5.5,1.0,163.7,1.8,4.0,-40.2,5.6,-1.7,2.4,127.9,2.0
O=C(CSc1nc2ccc([N+](=O)[O-])cc2[nH]1)c1ccc(Cl)cc1,-15.9,2.4,-8.1,2.8,-2.5,4.6,0.3,2.4,4.0,101.1,-0.9
CC(=O)c1c(C)[nH]c(C(=O)CN2CCN(S(=O)(=O)c3ccccc3[N+](=O)[O-])CC2)c1C,-0.1,0.0,nt,0.5,-1.8,-14.2,5.8,0.7,0.1,97.2,-4.9
Cc1ccc(Cn2c(SCc3cccnc3)nc3c2c(=O)n(C)c(=O)n3C)cc1,11.0,-1.9,6.2,-0.1,-11.6,-7.2,4.0,-3.7,3.9,96.2,0.1
Cc1cc(Oc2ccc(Cl)cc2)nc(-c2ccccn2)n1,20.9,-4.1,212.3,-1.5,-0.3,-9.2,0.7,-2.4,-2.6,103.0,-16.4
O=C(CSc1n[nH]c(-c2ccncc2)n1)Nc1ccc(Cl)c(Cl)c1,-23.2,3.1,124.6,0.5,-5.5,-1.9,0.7,-0.6,2.8,nt,-14.9
O=C(NCC1CCCO1)c1ccc(NC(=O)c2ccc([N+](=O)[O-])cc2)cc1 (stereo unspecified),-19.4,4.1,0.9,2.5,-3.8,-14.2,3.8,-0.9,5.5,104.6,7.2
O=C(Nc1ccc2c(c1)OCO2)c1ccc2c(c1)OCO2,4.3,-0.8,-11.6,5.2,2.7,7.5,5.1,-0.2,3.3,107.2,11.9
CC(C)CCNC(=O)[C@H](Cc1ccccc1)N1Cc2ccccc2C1=O,5.2,-1.1,0.3,1.5,4.1,-7.3,2.0,2.0,-0.6,109.4,-25.5
O=C(Nc1nccs1)C1CC=CCC1C(=O)OCC(F)(F)C(F)F (stereo unspecified),12.4,-3.1,12.8,-0.1,-4.8,2.2,-0.9,2.5,3.5,100.7,24.2
O=[N+]([O-])c1ccc(N/N=C/c2cn(-c3ccccc3)nc2-c2ccccc2)cc1,-3.6,0.6,22.4,1.7,-0.4,-7.7,-4.3,2.2,1.7,101.0,6.2
CC(=O)Nc1ccc(/C=N/N2CCCCC2)cc1,-1.9,0.4,-3.2,4.9,17.8,-8.2,3.1,0.0,0.6,97.2,6.2
Cc1cccc(NCc2ccccc2O)c1C,-51.9,8.7,15.3,4.6,-11.9,0.5,2.9,2.8,2.5,97.1,-14.5
O=C(NC1CCCC1)c1ccc(COc2ccccc2Br)o1,-3.5,0.9,-18.8,1.7,-6.0,-7.3,2.9,1.9,2.0,110.3,-7.4
CC1CCCN(CC(O)COc2ccc(Cl)cc2)C1 (stereo unspecified),5.2,-0.9,1.6,2.0,-3.5,-38.8,-3.0,-2.0,-0.8,107.7,4.9
COC(=O)c1oc2ccccc2c1NC(=O)c1ccccc1O,23.5,-4.8,8.5,2.2,-11.2,-4.7,-1.7,0.0,1.8,100.1,-33.7
Cc1ccccc1C1C(C#N)=C2N=C(N)c3c(sc4c3CCCCC4)N2C2=C1C(=O)CCC2 (stereo unspecified),-20.3,3.5,-27.4,nt,4.6,-19.1,7.3,0.6,-0.4,nt,nt
O=C1C2C(C(=O)N1Cc1ccco1)C1C=CC2C12CC2 (stereo unspecified),-3.6,0.7,-12.4,1.6,-3.5,-30.1,-0.3,-1.4,2.2,97.8,nt
COc1cc(Cl)c(C)cc1Nc1ncccn1,-11.4,1.8,-5.4,3.0,-6.4,-19.9,7.0,0.9,3.7,nt,-9.6
C/C(=N\O)c1ccc2[nH]ccc2c1,0.0,0.0,0.8,1.7,-9.3,-12.6,-0.1,1.1,-0.3,95.9,-17.5
Cc1c(C(N)=O)sc2ncn(CC(=O)N(C)C3CCCCC3)c(=O)c12,-4.2,0.7,1.0,0.2,-5.0,16.2,-3.1,-2.7,1.5,nt,0.3
O=C(CC(c1ccccc1)c1ccco1)N1CCCCC1 (stereo unspecified),2.2,-0.5,4.1,nt,-9.9,-2.3,0.9,-0.9,1.2,114.1,nt
OCC1OC(n2cnc3ccccc32)CC1O (stereo unspecified),17.6,-3.4,-2.7,-0.2,-4.3,-0.6,0.2,2.0,0.6,94.7,-2.3
N#C/C(=C/c1ccc(-c2ccc(S(=O)(=O)N3CCOCC3)cc2)o1)C(=O)NC1CC1,1.3,-0.3,nt,-0.8,-10.7,5.5,-1.4,nt,nt,nt,14.8
CC(C)c1nc2cc(Cl)ccc2n(Cc2ccccc2)c1=O,-27.6,3.4,6.0,0.5,-17.3,-8.1,2.0,1.6,3.4,124.8,-21.4
CCc1nc2ccccc2n1CC(=O)Nc1cc(C)on1,nt,nt,-8.0,8.2,-1.2,nt,nt,2.6,2.4,101.1,-9.0
O=C(CNC(=O)c1cccc(F)c1)N/N=C/c1ccc([N+](=O)[O-])s1,-34.0,5.0,-7.9,4.7,1.7,0.8,1.1,3.0,6.2,104.0,-1.9
Cc1ccc(CCNC(=O)c2ccc(NC3=NC4CS(=O)(=O)CC4S3)cc2)cc1 (stereo unspecified),-5.2,1.0,-15.6,1.6,4.9,-17.9,2.7,-2.1,0.5,93.1,-36.9
N#CC(C#N)=C1C=CC=CN1/C(=C\c1ccccc1Cl)C(=O)c1ccccc1,35.1*,-6.6,600.4*,1.6,-4.4,23.2,1.9,0.3,0.3,99.6,4.0
COc1ccc(C(=O)N/N=C(\Cc2ncc[nH]2)c2ccccc2)cc1,3.0,-0.6,-7.2,-1.5,-2.9,3.0,-1.1,-0.8,1.5,119.6,nt
CC(=O)Nc1cccc(C(=O)OCc2csc(CC(=O)Nc3ccccc3C)n2)c1,-2.5,0.6,13.6,0.6,6.4,0.0,7.2,-0.9,1.2,99.6,-5.4
C=CCNS(=O)(=O)c1ccc(OC)c(C)c1,22.4,-4.9,-10.6,-0.4,-1.6,-3.1,1.6,2.2,1.1,nt,-4.2
COc1ccc(C(=O)N2CCCC(Nc3ccc(C(C)C)cc3)C2)c(OC)n1 (stereo unspecified),-0.4,0.1,3.2,-0.5,-0.6,-6.7,2.2,0.5,4.0,105.6,-7.6
O=S(=O)(c1ccccc1)N(Cc1cccc(F)c1)c1ccccc1,4.4,-0.9,16.2,1.9,-2.5,13.8,-0.3,nt,nt,98.8,-36.3

# Ordered by number of heavy atoms (ascending): 3 of the compounds above.
Structure,OPRM1-OPRD1 inv,OPRM1-OPRD1 ag,SUMO Mot1 rescue,phage Ecoli inh,PKA-R1A act,HTR5A inv ctr,HTR5A ag ctr,E coli growth,AddAB inh,Pemphigus Ab inh,PfHsp90 yeast 2
CC(C)c1nc2cc(Cl)ccc2n(Cc2ccccc2)c1=O,-27.6,3.4,6.0,0.5,-17.3,-8.1,2.0,1.6,3.4,124.8,-21.4
COc1ccc(C(=O)N2CCCC(Nc3ccc(C(C)C)cc3)C2)c(OC)n1 (stereo unspecified),-0.4,0.1,3.2,-0.5,-0.6,-6.7,2.2,0.5,4.0,105.6,-7.6
Cc1ccccc1C1C(C#N)=C2N=C(N)c3c(sc4c3CCCCC4)N2C2=C1C(=O)CCC2 (stereo unspecified),-20.3,3.5,-27.4,nt,4.6,-19.1,7.3,0.6,-0.4,nt,nt

# (cont.)
Structure,OPRM1-OPRD1 inv,OPRM1-OPRD1 ag,SUMO Mot1 rescue,phage Ecoli inh,PKA-R1A act,HTR5A inv ctr,HTR5A ag ctr,E coli growth,AddAB inh,Pemphigus Ab inh,PfHsp90 yeast 2
Cc1noc(C)c1COC(=O)Cc1ccc(Cl)c(Cl)c1,2.0,-0.4,7.8,4.3,-9.9,-5.6,-0.6,-2.8,2.7,nt,3.7
COc1ccc2cc(/C=N/NC(=O)c3ccc(CN(c4cccc(Cl)c4Cl)S(C)(=O)=O)cc3)c(Cl)nc2c1,10.4,-1.9,-0.1,-0.7,-6.5,-23.5,-2.3,-0.3,1.4,111.0,12.2
O=C(O)c1ccccc1N/N=C/c1c(Sc2nnnn2-c2ccccc2)nc2ccccn2c1=O,5.6,-1.1,-4.6,-0.2,-7.1,17.8,-1.9,0.8,3.6,130.0,1.7
CCN(Cc1ccccc1)C(=O)c1cccc(S(=O)(=O)N2CCN(c3ccccc3)CC2)c1,1.4,-0.2,79.6,-0.2,-0.2,10.4,-2.9,1.1,1.2,96.2,35.7
Cc1ccc(S(=O)(=O)NCc2ccccc2)cc1,-0.7,0.1,-18.0,1.9,-5.2,-4.2,1.5,1.5,2.7,108.5,-5.5
CC(C(=O)NC(N)=O)N1C(=O)NC(c2ccccc2)(c2ccccc2)C1=O (stereo unspecified),-2.4,0.4,-11.6,1.4,1.0,4.3,-1.5,-0.1,0.2,nt,-1.6
N#C/C=C1\Sc2ccccc2C(=O)N1CC(=O)N1CCN(S(=O)(=O)c2ccccc2)CC1,-1.8,0.3,-9.2,2.6,10.6,-12.7,4.6,0.1,-0.4,95.3,nt
O=C(Cn1c2[n+](c3ccccc31)CC(O)CS2)c1ccccc1 (stereo unspecified),6.4,-1.3,-7.2,-0.5,6.3,12.6,0.2,3.0,-0.1,113.0,nt
c1ccc(-c2ccccc2-n2cnnn2)cc1,5.4,-1.1,5.3,0.2,2.6,-3.3,1.4,1.6,4.4,100.3,nt
Nc1c(C(=O)c2ccccc2)oc2ccc([N+](=O)[O-])cc12,-27.4,5.2,10.3,-0.9,5.7,3.1,-1.0,2.0,1.0,59.5*,1.4
O=C(COC(=O)c1c(Cl)cccc1Cl)Nc1cccc(S(=O)(=O)NC2=NCCCCC2)c1,9.5,-2.4,-26.2,1.0,-7.6,18.2,-0.4,-3.0,-1.0,102.4,3.7
O=[N+]([O-])c1cccc(N/N=C/c2cccc(O)c2O)c1,-14.3,3.0,-8.3,3.8,-7.3,12.2,-4.9,3.3,2.8,115.0,7.0
